High-throughput results from PubChem.
Yeast eIF2B = GCN4-lacZ reporter reduction in eIF2B-epsilon mutant yeast, primary screen, S. cerevisiae, eIF2B-epsilon R284H, Beta-Glo luminescence | inhibition, % at 25 µM (by protocol) | actives 0.91% (n = 27,000) | AID 688, 2007;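 active means mutant luminescence inhibited past about 50% while wild type luminescence and mutant growth stay under set limits, limit read from the data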; further: some compounds called inactive have numbers as strong as hits
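Times: 16 h growth with compound at 30 °C, 90 min Beta-Glo step; Assay system: yeast eIF2B-epsilon R284H mutant carrying GCN4–beta-galactosidase fusion; Measure: % inhibition of reporter signal and growth versus controls; Dosing: one concentration, 25 µM, 0.25% DMSO; Buffer or medium: YPD yeast growth medium; Measured by: Beta-Glo luminescence plus absorbance at 595 nm.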
Yeast growth tox = yeast growth toxicity, wild-type and mutant, primary screen, cytotoxicity control for eIF2B function restoration project, wild-type and eIF2Bepsilon R284H mutant, A595. AID 685, 2007. S. cerevisiae wild-type growth, A595 turbidity, 16 h. actives 0.3% (n = 30,000). growth inhibition, % at 25 µM (by protocol);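 active means mutant and wild-type yeast strains alike exhibit over 30% growth inhibition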;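 further: 0% = untreated cell controls and 100% = YPD media blanks without cells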
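System – wild-type and eIF2Bepsilon-R284H mutant S. cerevisiae, screened separately · Measured by – absorbance at 595 nm (turbidity) · Timing – 16 h compound exposure during growth at 30 °C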
Yeast growth tox inhibition % = second read-out of Yeast growth tox, no call of its own (marks repeat the call); growth inhibition, %; S. cerevisiae eIF2Bepsilon-R284H mutant growth, A595 turbidity, 16 h;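 each compound tested once at 25 µM; 0% equals untreated cells and 100% equals cell-free medium blanks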
Yeast eIF2B mutant toxicity = recorded beside Yeast eIF2B, whose call it bears; growth inhibition, %; measured here: mutant yeast growth, toxicity;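 each compound tested once at 25 µM; zero equals untreated control growth and 100 equals blank medium absorbance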
An asterisk follows results filed as active; . = not tested or not shown.

Start of the listing, in advance, 3 compounds:
Order of results – Yeast eIF2B	Yeast eIF2B mutant toxicity	Yeast growth tox	Yeast growth tox inhibition %
CC1(C)SC(=S)N(Cc2ccc3c(c2)OCO3)C1N(O)C(=O)NC1CCCCC1 (stereo not drawn)
→ .	.	5	29
Cc1ccc(CCN2CC(C(=O)NCc3ccco3)CC2=O)cc1 (stereo not drawn)
→ 23	3	10	3
COc1ccc2cc(C(c3nnnn3CC3CCCO3)N3CCOCC3)c(=O)[nH]c2c1 (stereo not drawn)
→ -22	-13	-3	-13

All compounds of this part, repeating the preview:
Order of results – Yeast eIF2B	Yeast eIF2B mutant toxicity	Yeast growth tox	Yeast growth tox inhibition %
CC1(C)SC(=S)N(Cc2ccc3c(c2)OCO3)C1N(O)C(=O)NC1CCCCC1 (stereo not drawn)
→ .	.	5	29
Cc1ccc(CCN2CC(C(=O)NCc3ccco3)CC2=O)cc1 (stereo not drawn)
→ 23	3	10	3
COc1ccc2cc(C(c3nnnn3CC3CCCO3)N3CCOCC3)c(=O)[nH]c2c1 (stereo not drawn)
→ -22	-13	-3	-13
CCOc1cc(S(=O)(=O)NCCc2cccc(C)c2)c(OCC)cc1-n1cnnn1
→ 22	30	8	30
CCOc1ccc(Nc2oc(-c3cccs3)nc2C#N)cc1
→ 11	-22	-10	-22
Cc1ccc(CNC(=O)C(Cc2ccccc2)NS(=O)(=O)c2cccs2)cc1 (stereo not drawn)
→ 0	.	18	0
Cc1csc(NC(=O)c2cccs2)n1
→ 23	21	15	21
O=C(Nc1nc2nc(-c3ccccc3)cc(=O)n2[nH]1)c1ccccc1
→ .	.	4	9
O=C(Nc1ccc(Cl)cc1)N1CCC(c2nc(-c3ccccc3Cl)no2)CC1
→ .	.	25	16
CNC(=O)COc1ccccc1C(=O)Nc1ccc2c(c1)oc1ccccc12
→ 24	31	-3	31

(list continues)
Order of results – Yeast eIF2B	Yeast eIF2B mutant toxicity	Yeast growth tox	Yeast growth tox inhibition %
CCC(C)[C@H](NC(=O)OC(C)(C)C)C(=O)N/N=C/c1ccc2nccnc2c1 (stereo partly drawn)
→ 20	.	-1	0
CCN(CC)S(=O)(=O)c1ccc(Cl)c(C(=O)N2CCc3ccccc32)c1
→ .	.	6	7
COc1ccccc1CNC(=O)C1CCN(Cc2nc(-c3cccc(Cl)c3)oc2C)CC1
→ .	.	6	-6
CC(C)N1C(=O)C2C(C(=O)NC3CCCCC3)C3C=CC2(O3)C1C(=O)NC1CCCCC1 (stereo not drawn)
→ 9	-2	-15	-2
C=CCOc1nc2c(c(=O)n(C)c(=O)n2C)n1Cc1ccccc1Cl
→ -2	.	.	.
CC1(C)CC2(CCO1)OC(=O)CC2C(=O)NCc1ccccc1 (stereo not drawn)
→ 18	10	6	10
CC(NC(=O)c1ccc(CS(=O)(=O)c2ccc(Cl)cc2)o1)c1ccc2c(c1)OCCO2 (stereo not drawn)
→ 18	19	13	19
c1ccc(-c2c[nH]c3[n+]2CCCCC3)cc1
→ .	.	5	15
N#Cc1ccc(Nc2ccccc2)c(N)c1
→ .	.	5	20
COc1ccc(OC)c(NC(=O)CN(c2ccc(C)cc2)S(=O)(=O)c2c(C)noc2C)c1
→ -2	.	7	0

(more compounds)
Order of results – Yeast eIF2B	Yeast eIF2B mutant toxicity	Yeast growth tox	Yeast growth tox inhibition %
CCC(c1nnnn1Cc1cccs1)N1CCN(c2nc3ccccc3s2)CC1 (stereo not drawn)
→ 21	20	6	20
O=C(Nc1ccc2c(c1)Cc1ccccc1-2)c1ccco1
→ 30	-11	-24	-11
COC(=O)c1ccc(Cc2ccccc2)o1
→ 14	19	10	19
Cc1cc2n(n1)C(c1sccc1C)Nc1ccccc1-2 (stereo not drawn)
→ -23	-16	-2	-16
CN1/C(=C\C(=O)COc2ccc3c(c2)OCO3)C(C)(C)c2ccccc21
→ 17	36	12	36
O=C(NCC(=O)N(Cc1ccccc1)C(C(=O)NC1CCCC1)c1cccnc1)c1ccco1 (stereo not drawn)
→ -11	-26	-5	-26
CCC(c1nnnn1C(C)(C)CC)N(CCCO)Cc1cc2cc(C)cc(C)c2[nH]c1=O (stereo not drawn)
→ 31	-8	10	-8
Cc1ccccc1-c1nc2cc(Cl)ccc2o1
→ 15	-5	2	-5
O=C(CSc1nnnn1C1CCCCC1)NCc1ccco1
→ 10	7	15	7
COCCn1c(Cc2ccccc2)nnc1SCC(=O)NC(C)(C)C
→ 9	-14	-5	-14

The results go on.
Order of results – Yeast eIF2B	Yeast eIF2B mutant toxicity	Yeast growth tox	Yeast growth tox inhibition %
O=C(O)CN1CCOCCOCCN(CC(=O)O)CCOCCOCC1
→ -12	13	2	13
COc1ccccc1NC(=O)C1=C(C)Nc2ncnn2C1c1ccccc1C (stereo not drawn)
→ 16	20	24	20
CCOC(=O)CSc1nnc(CNc2ccc(F)cc2)o1
→ 19	3	18	3
CCCC(CCC(=O)OC)(C(=O)OCC)c1csc(N)n1 (stereo not drawn)
→ 32	-18	-6	-18
COc1ccccc1NC(=O)CSc1nnc(Cc2ccccc2)o1
→ 21	13	0	13
CCOC(=O)C1CSC(CC(=O)Nc2ccc(OCC)cc2)C(=O)N1 (stereo not drawn)
→ -1	-19	-6	-19
CCn1nnnc1SCC(=O)c1ccc(C)cc1
→ -15	27	17	27
COc1ccc(Br)cc1C(=O)Nc1ccc(N2CCN(S(C)(=O)=O)CC2)cc1
→ 31	-9	-1	-9
COc1ccc(CNC(=O)C2CCN(S(=O)(=O)c3cc(OC)ccc3OC)CC2)cc1
→ 1	4	3	4
COc1cccc(C(=O)OCCN2CCCCC2)c1
→ .	.	2	0

Continued.
Order of results – Yeast eIF2B	Yeast eIF2B mutant toxicity	Yeast growth tox	Yeast growth tox inhibition %
Cc1nc(CCNC(=O)c2cccs2)cs1
→ 33	2	15	2
O=C(CC12CC3CC(CC(C3)C1)C2)NCc1ccncc1
→ 6	8	26	8
COc1ccccc1OCCCn1cc(C#N)c2ccccc21
→ 2	.	.	.
COc1cc(C(=O)NC2CC3CCCC(C2)N3C2CC2)cc(OC)c1OC (stereo not drawn)
→ 10	9	-14	9
Cc1onc(-c2ccccc2Cl)c1C(=O)OCC(=O)c1ccccc1
→ 13	11	4	11
COC(=O)c1ccc(Cl)c(NC(=O)CN2CCOCC2)c1
→ -22	12	-1	12
Cc1ccc(S(=O)(=O)N2CCC(C(=O)NCc3ccccc3Cl)CC2)cc1
→ .	.	8	18
CC(=Nc1ccc(O)cc1)c1sc2ccccc2c1O
→ 40	10	3	10
COc1ccccc1-c1nnc2n1N=C(C(C)(C)C)CS2
→ 22	26	13	26
Cc1nnc(SCC(=O)NC(C)c2ccccc2)[nH]c1=O (stereo not drawn)
→ 28	22	18	22

Copied from the list:
COc1ccccc1-c1nnc2n1N=C(C(C)(C)C)CS2 in Yeast growth tox = 13
CCC(c1nnnn1C(C)(C)CC)N(CCCO)Cc1cc2cc(C)cc(C)c2[nH]c1=O (stereo not drawn) in Yeast growth tox = 10
CNC(=O)COc1ccccc1C(=O)Nc1ccc2c(c1)oc1ccccc12 in Yeast growth tox = -3
Cc1csc(NC(=O)c2cccs2)n1 in Yeast growth tox inhibition % = 21
Cc1nnc(SCC(=O)NC(C)c2ccccc2)[nH]c1=O (stereo not drawn) in Yeast growth tox = 18
COc1ccc(OC)c(NC(=O)CN(c2ccc(C)cc2)S(=O)(=O)c2c(C)noc2C)c1 in Yeast eIF2B = -2
CCC(C)[C@H](NC(=O)OC(C)(C)C)C(=O)N/N=C/c1ccc2nccnc2c1 (stereo partly drawn) in Yeast growth tox inhibition % = 0

(listing goes on)
Order of results – Yeast eIF2B	Yeast eIF2B mutant toxicity	Yeast growth tox	Yeast growth tox inhibition %
COc1ccc(CCNC(=O)Cc2nn(C)c(=O)c3ccccc23)cc1OC
→ -12	17	13	17
Cc1ccc(NC(=O)c2noc3c2CCc2ccccc2-3)cc1
→ .	.	1	5
c1ccc2c3nnc4n(c-3nc2c1)CCCS4
→ -6	4	15	4
COC(=O)Cn1c(C)c(C#N)c2ccccc21
→ 24	-12	-12	-12
Cc1nnc2n1N=CC=C(c1ccccc1)S2
→ 9	15	-2	15
O=C(CC1SC(=Nc2ccccc2)N(CCCCO)C1=O)NCc1ccccc1 (stereo not drawn)
→ 22	11	29	11
Oc1ccc(CNc2ccccc2O)cc1
→ 22	10	-14	10
CC(C)(C)c1ccc(S(=O)(=O)NCc2ccc(C(=O)N3CCCC3)cc2)cc1
→ 23	.	7	0
Cn1cc(C(=O)NCc2ccc(F)cc2)c(=O)c2cc(S(=O)(=O)N3CCCCC3)ccc21
→ 19	15	23	15
CCCOC(=O)Nc1nnc(CCC)s1
→ -5	31	7	31

Next section:
Order of results – Yeast eIF2B	Yeast eIF2B mutant toxicity	Yeast growth tox	Yeast growth tox inhibition %
CC(=O)OCCCN1c2ccccc2Nc2nnc(-c3ccccc3)cc21
→ .	.	20	26
N#Cc1c(OCC(=O)c2ccccc2)nc2c(c1-c1ccco1)CCc1ccccc1-2
→ .	.	9	-26
CCCCn1c(SC(C)C(=O)c2ccc(OC)cc2)nc2cc(S(N)(=O)=O)ccc21 (stereo not drawn)
→ 7	-5	0	-5
O=C(COc1ccc(S(=O)(=O)NC2CCCCC2)cc1Cl)NCc1cccnc1
→ -15	-4	20	-4
COc1cccc(/C=N/n2c(=S)n(C)c3ccccc32)c1OC
→ 2	-5	17	-5
O=C1N(S(=O)(=O)c2ccccc2F)C(=O)C2(CCCC2)N1S(=O)(=O)c1ccccc1F
→ -32	16	30	16
COC(=O)c1[nH]c2ccc(C)cc2c1NC(=O)Nc1ccccc1OC
→ 0	10	14	10
COc1ccc(C2C=C(c3ccccc3)Nc3nc(NC(C)=O)nn32)cc1 (stereo not drawn)
→ .	.	12	3
CC(NC(=O)COC(=O)CCNC(=O)c1ccco1)C12CC3CC(CC(C3)C1)C2 (stereo not drawn)
→ 20	14	-1	14
Cc1ccc(CNn2cnnc2SCc2ccc(F)cc2)cc1
→ 32	.	17	0

Later entries.
Order of results – Yeast eIF2B	Yeast eIF2B mutant toxicity	Yeast growth tox	Yeast growth tox inhibition %
CNCCCOc1ccc(C(C)(C)c2ccccc2)cc1
→ .	.	5	-5
NC(=O)c1ccc(-n2nnnc2SCc2ccc(F)cc2)cc1
→ -38	-5	-22	-5
CC1CCCCN1C(=O)c1cc2nc(-c3ccccc3)cc(-c3ccccc3)n2n1 (stereo not drawn)
→ 15	.	-9	0
O=C(Cn1c(=S)nc2ccccn21)N1CCc2ccccc2C1
→ 27	-10	3	-10
CCCc1cc(=O)n2[nH]c(C)cc2n1
→ 18	21	17	21
Cc1ccc2cc(C)c(NCCO)nc2c1
→ 21	17	20	17
COC(=O)c1c(NC(=O)CSc2nnnn2-c2ccccc2)sc2c1CCC(C)C2 (stereo not drawn)
→ .	.	-13	-4
CCCOc1ccc2[nH]cc(C(=O)O)c(=O)c2c1
→ 25	12	18	12
Cc1cc(C)c2c(=O)[nH]c(SCC(=O)Nc3ccc(N(C)C)cc3)nc2n1
→ -30	-14	29	-14
Cc1ccnn1CC(=O)N/N=C/c1ccco1
→ -8	-10	-18	-10

The results go on:
Order of results – Yeast eIF2B	Yeast eIF2B mutant toxicity	Yeast growth tox	Yeast growth tox inhibition %
COc1ccc(CC(C(=O)Nc2cccc(F)c2)c2nn[nH]n2)c(OC)c1 (stereo not drawn)
→ -5	.	3	0
O=C(CCNS(=O)(=O)c1ccc2c(c1)CCC(=O)N2)NCc1cccnc1
→ 32	-39	-5	-39
Cc1cc(-c2nc3ccccc3o2)c2ccccc2n1
→ 5	11	-6	11
COc1cccc(C2c3c(oc4ccccc4c3=O)C(=O)N2CCCN2CCOCC2)c1OC (stereo not drawn)
→ 14	3	6	3
CCOC(=O)c1oc2cc(O)ccc2c(=O)c1-c1ccc(OC)cc1
→ 36	-10	13	-10
CCOC(=O)c1[nH]c(C)c(C(=O)NCc2ccccn2)c1C
→ -11	14	-4	14
Cc1cccc(Nc2nn3c(=O)c4ccccc4nc3s2)c1
→ 12	7	6	7
O=C(NCc1ccccc1)c1ccc(=O)[nH]n1
→ 25	-14	18	-14
C=C(C)CSc1nnc(-c2ccc(C)cc2)n1N
→ 17	10	-3	10
Cc1ncoc1C(=O)Nc1ccc2c(c1)OCCO2
→ 68	7	20	7

The listing continues.
Order of results – Yeast eIF2B	Yeast eIF2B mutant toxicity	Yeast growth tox	Yeast growth tox inhibition %
COc1ccc(C2CC(c3ccccc3)Nc3nc(N)nn32)cc1 (stereo not drawn)
→ 12	20	6	20
CCOC(=O)C(=O)Nc1nnc(CCc2ccccc2)s1
→ 13	8	-2	8
O=c1[nH]cnc2scc(-c3ccsc3)c12
→ 15	.	11	0
Cc1cccc(NC(=O)Nc2cc(C)on2)c1
→ 17	-3	23	-3
CCOc1ccc(OCC)c(N=c2oc3c(C)ncc(CO)c3cc2C(N)=O)c1
→ 4	-4	-6	-4
COC(=O)c1cc2nc(-c3ccccc3)cc(C(F)(F)F)n2n1
→ 2	.	.	.
Cc1cccc2sc(NC(=O)C3CCCO3)nc12 (stereo not drawn)
→ 17	9	26	9

Only part of the results is shown, so the mix of outcomes need not match the whole.
